Bioassay records (PubChem BioAssay)
BCR signal inh – chronic active BCR signaling inhibition; ABC-DLBCL IkBa-CBG/CBR reporter, luminescence ratio, 4 h; Potency, µM (titrated, usually from 46.1 µM), without a hit: at the highest dose ratio change, negative = lower green/red ratio, actives largely listed as inhibitors; 340,000 compounds, 0.05% hits; active = well fitted inhibition curve with a large enough effect in the signal ratio, with a control signal flat, not every such curve was filed as active; inconclusive = small, poorly fitted or top-dose-only effect, or effect the other way, or a change in a side signal; the % refers to the signal ratio;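 also: potency is read from the fitted curve at half-maximal effect; plate controls were basal doxycycline-induced cells for no effect and cells given 10 µM MG132 for full effect; MG132 reads +100%, hits lower the ratio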
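TMD8 ABC-DLBCL cells carrying doxycycline-inducible green luciferase fused to IkappaBalpha plus unfused red luciferase were exposed to compounds (up to 46 uM) for 4 hrs at 37C. Activity came from the overlap-corrected green/red luminescence ratio.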
Tb PFK block – blocks T. brucei phosphofructokinase | O15648 | T. brucei PFK, ADP-Glo luminescence | Potency, µM (top dose mostly 57.5 µM), for the others: top-dose activity, negative = inhibition, usual class: inhibitors | 330,000 compounds, 0.17% hits;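 also: potency is read from the fitted curve at half-maximal effect; 0% = uninhibited 1x PFK enzyme wells and -100% = no-enzyme wells; nearly all actives have a fitted effect of over 60% in size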
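Activity is normalized to no-enzyme wells (full inhibition) and 1.25 nM enzyme wells (no inhibition). Reaction: 0.5 mM F6P, 0.1 mM ATP, 45 min RT, ADP-Glo luminescence; concentration-response curves fitted and classed by quality.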
PTAP TSG101 blk – blocks PTAP/TSG101 interaction to inhibit HIV-1 budding. Q99816. Fluorescence polarization, FITC-PTAP peptide / Tsg101 binding. Potency, µM (doses to about 115 µM), for the others: at the highest dose activity change, negative = inhibition, actives largely listed as inhibitors. 340,000 tested, under 10 active. AID 493005; active = well fitted inhibition curve with a large enough effect in the main read-out, with a control signal flat, not every such curve was filed as active; inconclusive = small, poorly fitted or top-dose-only effect, or effect the other way, or a change in a side signal; inactive = no such curve, though single readings can be large or run the other way; also: potency is read from the fitted curve at half-maximal effect; % of control where 0% means no effect
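FP read-out: FITC-PTAP peptide, 50 nM final, binding Tsg101 binding domain, 10 uM final; 20 min, r.t.; 10 mM HEPES pH 7.5, 0.15 M NaCl, 0.01% Tween 20, 3 mM EDTA, 0.1 mM TCEP.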
TSHR antagonist – human thyrotropin receptor antagonism; activity change, negative = inhibition, % at 11.5 µM; AID 504810; TSHR-expressing cells, TSH-stimulated cAMP HTRF, 2 h; hits give low values; P16473; 330,000 compounds, 0.2% hits;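 active = activity change below a set negative limit, meaning inhibition stronger than a set level, cut at about -70% in these data; inconclusive = activity change between two set negative limits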; also: % is scaled to controls: 0 for no effect and ±100 for the full control effect
Target sequence (P16473 whole entry, looked up): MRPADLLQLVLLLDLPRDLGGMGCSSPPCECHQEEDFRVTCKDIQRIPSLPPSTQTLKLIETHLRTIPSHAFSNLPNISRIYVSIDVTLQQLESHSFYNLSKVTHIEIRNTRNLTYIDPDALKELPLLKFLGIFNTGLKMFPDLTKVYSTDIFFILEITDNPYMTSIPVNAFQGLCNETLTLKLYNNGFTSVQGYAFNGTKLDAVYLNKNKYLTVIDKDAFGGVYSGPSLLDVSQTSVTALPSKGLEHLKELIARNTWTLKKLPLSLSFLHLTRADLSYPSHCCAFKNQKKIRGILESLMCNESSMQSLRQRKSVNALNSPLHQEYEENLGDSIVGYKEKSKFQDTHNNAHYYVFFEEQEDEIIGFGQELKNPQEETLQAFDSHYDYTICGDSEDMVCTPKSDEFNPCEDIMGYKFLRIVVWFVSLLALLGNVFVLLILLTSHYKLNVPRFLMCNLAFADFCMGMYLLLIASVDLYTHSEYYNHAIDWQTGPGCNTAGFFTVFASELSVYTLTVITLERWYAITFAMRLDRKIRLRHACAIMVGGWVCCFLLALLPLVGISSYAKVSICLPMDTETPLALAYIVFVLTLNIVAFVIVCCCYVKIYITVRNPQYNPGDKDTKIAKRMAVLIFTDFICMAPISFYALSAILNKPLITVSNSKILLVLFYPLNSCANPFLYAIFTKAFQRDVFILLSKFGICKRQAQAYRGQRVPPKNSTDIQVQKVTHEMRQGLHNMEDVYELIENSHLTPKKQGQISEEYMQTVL
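Competitive HTRF cAMP read-out (cryptate anti-cAMP antibody, cAMP-d2; 30 min, room temperature) in freshly harvested TSHR cells. Compounds added before TSH at EC80 (4nM final), followed by 2 hours' incubation at 37 deg C.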
B2AR arrestin – agonists driving beta-arrestin recruitment to human beta2-adrenergic receptor. beta-arrestin recruitment to beta2AR, cell-based reporter. AID 492947. 330,000 compounds, 0.02% hits. P07550. Potency, µM (doses to about 46.1 µM), without a hit: at the highest dose activation, most hits filed as activators;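 also: potency is read from the fitted curve at half-maximal effect; 0% = DMSO controls and full agonism = EC100 isoproterenol or metaproterenol; nearly all actives have a fitted effect of over 65% in size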
uPA generation – blocks generation of uPA at the cell surface. cell surface uPA generation assay, qHTS. Potency, µM (doses to about 38.3 µM), for inactives: top-dose activity change, negative = inhibition, hits mostly inhibitors. 330,000 compounds, 0.31% hits; active = well fitted inhibition curve with a large enough effect; inconclusive = small, poorly fitted or top-dose-only effect; inactive = no such curve, though single readings can be large or run the other way; tested in mouse RAW 264.7 cells; also: potency is read from the fitted curve at half-maximal effect; % is scaled to controls: 0 for no effect and ±100 for the full control effect; nearly all actives have a fitted effect of over 55% in size
ELG1 DNA repair – blocks ELG1-dependent DNA repair in HEK293T cells. Potency, µM (doses to about 46.1 µM), inactives show at the top dose activity change, negative = inhibition, most hits filed as inhibitors. 330,000 compounds, 2.3% hits. HEK293T ELG1-luciferase reporter, luminescence, 16 h; DNA damage induced by 5-fluorouridine; also: potency is read from the fitted curve at half-maximal effect; % is scaled to controls: 0 for no effect and ±100 for the full control effect; nearly all actives have a fitted effect of over 55% in size
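In this reporter screen, reduction of luminescence relative to DMSO vehicle indicated activity. Compounds and 5-fluorouridine were added together to 2,000 cells per well, incubated for 16 hr at 37 °C, then developed with ONE-Glo.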
Eya2 phos inh – Eya2 (human) phosphatase inhibition | O00167 | recombinant Eya2, OMFP fluorescence dephosphorylation (OMFP is methylfluorescein phosphate) | Potency, µM (titrated, usually from 76.9 µM), without a hit: at the top dose activity, negative = inhibition, usual class: inhibitors | 330,000 compounds, 0.006% hits | AID 488837; also: potency is read from the fitted curve at half-maximal effect; % is scaled to controls: 0 for no effect and ±100 for the full control effect
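Eya2 protein (added as 0.2 uM solution) was preincubated with compound for 10 min at ambient temperature in 50 mM HEPES pH 7.5, 50 mM NaCl, 5 uM MgCl2, 0.05% BSA, 1 mM DTT. OMFP (added at 50 uM) then reacted 10 min; fluorescence read at 485/525 nm.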
TCR act – T cell receptor activation. primary human leukocytes, anti-CD3, IL-2 HTRF, 48 h. Potency, µM (highest dose often 9.22 µM), without a hit: at the highest dose activation of IL-2 secretion, hits mostly activators. 330,000 tested, under 10 active. AID 504894; also: % of control where 0% means no effect
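Primary human leukocytes receive a-CD3 beads and test compound and are incubated 48 hr. Secreted IL-2 is then assayed by HTRF, measuring 665nm acceptor emission after 320nm excitation of the europium donor.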
Mito fusion yeast – mitochondrial division inhibition or fusion activation; S. cerevisiae fusion-defective mutant growth rescue, CellTiterGlo 48 h; Potency, µM (series often up to 46.1 µM), inactives show top-dose growth rescue (activation), usual class: activators; 320,000 compounds, 0.23% hits; AID 485298;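 also: potency is read from the fitted curve at half-maximal effect; % of control where 0% means no effect; nearly all actives have a fitted effect of over 45% in size; temperature-sensitive fusion mutants such as fzo1-1 at 37 °C on non-fermentable ethanol glycerol medium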
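Yeast fusion mutant, YPEG (non-fermentable carbon), compound, 48 h at 37C non-permissive; CellTiterGlo added, 10 min RT, luminescence read. Rescued growth = division inhibition.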
USP2a block – blocks human ubiquitin-specific protease USP2a; USP2 core, Ub-CHOP2 coupled fluorogenic reporter, 485/531; Potency, µM (series often up to 38.3 µM), inactives show at the top dose activity change, negative = inhibition, usual class: inhibitors; 330,000 compounds, 0.01% hits; AID 463254;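 also: potency is read from the fitted curve at half-maximal effect; plate controls were DMSO wells for no effect and full inhibition by NEM control for full effect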
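Deubiquitinase activity read as fluorescence (485/531 nm) after Ub-CHOP2 cleavage activates the enterokinase reporter on its substrate; USP2 core 10nM, Ub-CHOP2 and substrate 25nM each, 30min compound preincubation then 60min RT; data normalized to NEM, curves fitted.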
Starred values were filed as active, the others as inactive; u = inconclusive; x = no result given; & = joins results of further samples; ! = not confirmed by another sample; [ ] = remark or other dose. Unless noted, calls follow the shape of the dose curve; as a rule, active = well fitted curve in the direction sought with a large enough effect; inconclusive = small, poorly fitted or top-dose-only effect, or another doubt; inactive = no such curve, though single readings can be large; an effect the other way counts as inactive or inconclusive. Rows were taken by chance (roughly 3% active in at least one column).

SMILES	BCR signal inh	Tb PFK block	PTAP TSG101 blk	TSHR antagonist	B2AR arrestin	uPA generation	ELG1 DNA repair	Eya2 phos inh	TCR act	Mito fusion yeast	USP2a block
COc1ccccc1Nc1nc(C)cc(C)n1	u	u	-2.7%	-11.7	-0.2%	-4.3%	5.8%	-25.9%	-0.3%	-6.2%	0.7%
CC(C)(C)c1cc(C(=O)O)nn1-c1ccccc1	7.7%	4.8%	-0.4%	3.4	-1.0%	-1.0%	6.1%	-6.9%	2.8%	-0.8%	2.4%
COc1ccc(COC(=O)C2CCN(S(=O)(=O)c3ccc(OC)c(OC)c3)CC2)cc1	-11.0%	9.2%	-1.4%	-4.7	0.5%	-3.7%	-4.1%	4.9%	x	2.8%	1.8%
Cc1ccc(-c2nnc(SCC(=O)N/N=C/c3ccccc3C(=O)O)n2-c2ccc(C)cc2)cc1	4.0%	-0.7%	-11.8%	-3.8	0.5%	-6.7%	u	-13.8%	-1.2%	-9.7%	-1.1%
COc1cc(-c2cc(C(=O)NCc3ccc(S(N)(=O)=O)cc3)c3ccccc3n2)cc(OC)c1OC	-6.2%	-1.7%	-0.3%	-12.5	-0.2%	-9.1%	13µM*	-4.4%	2.3%	-0.5%	1.6%
O=C(CC1CCCCC1)NCCCN1CCOCC1	u	0.7%	-5.4%	20.5	-0.1%	6.4%	26.4%	7.7%	5.7%	-3.4%	0.8%
COc1ccc(NC(=O)Cc2c(F)c(F)c(F)c(F)c2F)cc1OC	4.0%	1.2%	-1.1%	23.5	0.2%	1.0%	14.0%	12.0%	9.2%	-7.0%	10.5%
Cc1ccc(S(=O)(=O)NC(CCc2ccccc2)CC(=O)C(C)(C)C)cc1 (configuration not stated)	2.9%	0.2%	x	-7.7	-0.5%	-2.1%	-4.0%	-6.5%	-6.7%	u	0.6%
COc1ccc(CNC(=O)C2CCN(S(C)(=O)=O)CC2)c(OC)c1	1.7%	-3.5%	-4.8%	6.5	0.2%	-42.1%	9.1%	0.3%	-1.2%	-13.5%	-14.5%
CCN(CC)C(=O)CSc1nc2c(sc(=S)n2-c2ccccc2)c(=O)n1Cc1ccco1	u	1.0%	-5.6%	-11.4	-0.1%	-8.7%	23.1µM*	-27.6%	1.0%	2.9%	-2.8%
C/C(=N\Nc1nncc2ccccc12)c1ccc(OCC(=O)N(C)C)cc1	u	13.2%	-0.9%	-2.5	-0.4%	-1.3%	u	-4.9%	4.7%	8.3%	-1.7%
CN(C)c1ccc(/C=C/C(=O)c2ccccc2O)cc1	u	1.5%	1.0%	-23.4	0.3%	u	u	-9.1%	-1.5%	-5.3%	0.9%
O=[N+]([O-])c1cccc(C(=Nc2ccccc2)NO)c1	u	2.8%	-0.5%	11.8	-0.5%	7.5%	-3.5%	-10.1%	3.5%[46.1 µM]	1.5%	0.5%
COc1ccc(N2CCN(C(=O)COC(=O)c3oc4ccccc4c3C)CC2)cc1	-25.0%	2.5%	0.5%	-22.7	-0.9%	9.0%	u	3.9%	-4.2%	11.4%	-5.6%
Cc1ccc2nc(C)c(C(=O)N/N=C/c3ccco3)cc2c1	0.4%	0.0%	-0.6%	-8.4	-0.7%	-0.5%	6.0%	-5.9%	3.0%[46.1 µM]	2.0%	4.9%
O=C(Oc1ccccc1N1C(=O)C2CCCCC2C1=O)c1ccccc1F (configuration not stated)	5.9%	-3.4%	-1.3%	12.4	0.1%	-1.1%	18.6%	-0.1%	-7.1%[46.1 µM]	1.8%	0.0%
COc1ccc(NC(=O)CCNS(=O)(=O)c2ccc3c(c2)CC(C)N3C(C)=O)cc1 (configuration not stated)	-3.5%	-1.0%	-3.1%	-91.9*	-0.2%	1.7%	-8.1%	-4.6%	2.1%	u	-0.5%
Cc1ccc(N2C(=O)CC(N3CCN/C3=C3\CC/C(=C\c4ccccc4)C3=O)C2=O)cc1 (configuration not stated)	-9.1%	1.4%	-5.3%	22.4	-0.1%	8.0%	14.2%	0.1%	-0.4%	-5.1%	-4.2%
Cc1ccccc1NC(=O)Cn1nc(-c2ccc(Cl)s2)ccc1=O	9.5%	-3.5%	-3.5%	16.4	-0.2%	-3.9%	u	13.0%	-8.7%	2.0%	-0.2%
COc1cc(OC)cc(C(=O)Nc2ccccc2C(=O)NC2CC2)c1	u	1.0%	-1.9%	-24.2	0.5%	-7.6%	u	-2.2%	0.2%	11.6%	0.3%
CCN(CC)CCCNC(=O)c1csc(Nc2cccc3ccccc23)n1	-11.0%	-1.5%	0.2%	6.7	-0.4%	u	-6.8%	-9.9%	3.1%	-5.0%	-0.3%
O=C(CN1CCCC1)Nc1ccccc1C(=O)c1ccccc1	0.7%	-2.2%	-4.2%	-10.4	-0.1%	5.6%	36.1%	-8.9%	3.2%	-3.4%	1.3%
Cc1c(CCC(=O)O)c(=O)oc2cc3occ(-c4ccc(Cl)cc4)c3cc12	u	-5.5%	-4.1%	-12.7	0.5%	-4.9%	-10.3%	-4.6%	-3.2%	27.4%	1.9%
O=C(Nc1cccc(C(F)(F)F)c1)C(Sc1cccc[n+]1[O-])c1ccccc1 (configuration not stated)	1.0%	-2.8%	1.2%	0.3	-1.9%	-1.4%	-11.3%	-2.9%	-2.9%[46.1 µM]	-12.5%	-0.5%
CC(=O)Oc1ccc2c(=O)c(-c3ccccc3)coc2c1	u	-10.5%	-3.4%	6.4	-0.3%	0.6%	u	0.2%	3.9%	2.3%	7.8%
OCc1ccc(-c2nn(Cc3ccccc3)c3ccccc23)o1	u	-15.1%	-3.4%	-13.2&-4.2	-0.2%	17.5%	-2.6%	1.0%&8.8%	4.2%	20.6µM*!	-5.9%
COc1ccc(CNC(=O)C(C)N2C(=O)COc3ccc(C)cc32)c(OC)c1 (configuration not stated)	-2.0%	0.3%	5.4%	0.1	0.5%	5.9%	-6.8%	-15.8%	-3.9%	-1.3%	-0.7%
Cc1ccc(S(=O)(=O)NCC(=O)OCC(=O)Nc2ccccc2OC(F)F)cc1	-0.1%	1.4%	-1.5%	-1.8	-0.9%	0.2%	12.7%	3.7%	-3.2%[46.1 µM]	-1.6%	2.2%
O=C(Nc1cccc(S(=O)(=O)N2CCCCC2)c1)C1CCCC1	u	-6.5%	-1.9%	-1.9	0.1%	-18.7%	6.7%	9.8%	0.7%	-4.1%	2.0%
Cc1nc(NC(=O)CN2CCCCC2)sc1C(=O)N(C)C	4.0%	3.9%	-8.2%	-31.5	-0.1%	0.5%	u	18.5%	-4.1%	1.9%	0.2%
CCN(C(=O)COC(=O)c1ccccc1Nc1cccc(C)c1C)C1CCS(=O)(=O)C1 (configuration not stated)	u	-0.8%	-9.5%	94.0	-3.7%	-3.4%	u	u	2.3%	10.5%	-4.7%
CC1CC(C)CN(C(=O)c2nn(C)c3c2CSc2ccccc2-3)C1 (configuration not stated)	u	-5.1%	-6.0%	-2.7	-1.0%	14.8%	u	-2.4%	-7.0%	4.3%	-0.2%
COc1cc(OC)cc(C(=O)Nc2cccc3c2CCCC3)c1	-3.0%	0.2%	-0.4%	0.6	-0.3%	0.1%	2.9%	18.5%	-1.3%	-5.2%	1.2%
Cc1cc(C)n(C(=O)CCC(=O)NCc2ccccc2)n1	3.7%	-0.6%	0.4%	11.8	-0.5%	-5.8%	-8.3%	-7.4%	-1.2%	3.7%	-0.8%
COC(=O)Cn1c(=O)n(CCc2ccccc2)c(=O)c2c3c(sc21)CCCC3	23.4%	3.8%	-2.0%	-2.9	0.1%	x	-26.6%	15.7%	-1.3%	7.3%	-8.3%
Cc1nc(N)[nH]c(=O)c1CCC(=O)OCC(C)C	-8.6%	1.5%	-5.5%	2.1	-0.6%	6.1%	10.7%	-11.8%	0.7%[46.1 µM]	-5.2%	2.0%
